CHO parental Ca: counter-screen for OX1R antagonists: effect in parental CHO cells | parental CHO-K1, ATP-induced calcium, Fluo-8 fluorescence | inhibition, % at 5.6 µM | 330,000 compounds, 0.63% hits;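 active means inhibition above that plate's mean sample inhibition plus 3 SD, cut at about 26% in these data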;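 further: 0% = ATP-challenged DMSO wells and 100% = DMSO wells without ATP; some compounds past the cut are filed as inactive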
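test system = CHO parental line | reagent = ATP stimulus | measured by = intracellular calcium via Fluo-8 no-wash fluorescent dye | control set = ATP and no-ATP DMSO wells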
M1 ag parental: counter-screen for M1 agonists: effect in parental CHO-K1 cells | Fluo-8 calcium fluorescence; scaled to maximal ATP response, vehicle zero | activation, % at 3 µM | 360,000 compounds, 0.48% hits; in the data active means activation above about 15%;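 further: untransfected CHO-K1 host cells lacking M1 receptor as counterscreen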
CHO-K1 Ca PAM: counter-screen for M1 PAMs: effect in parental CHO-K1 cells | activation, % at 3 µM | ATP EC20, Fluo-8 calcium fluorescence; 0% at ATP EC20, 100% at ATP max | AID 602247 | 360,000 compounds, 0.02% hits;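 active means activation above the run cutoff, the mean activation of all test compounds plus 3 SD, cut at about 40% in these data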;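 further: peak over basal fluorescence ratio in a 140 s read after ATP addition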
M1 ag: agonists of human M1 muscarinic receptor | CHO-K1 hM1, Fluo-8 calcium fluorescence, agonist mode; 0% DMSO, 100% acetylcholine EC100 | activation, % at 3 µM | 360,000 compounds, 0.33% hits | AID 588814;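 active means activation above the run's mean compound activation plus 3 SD, cut at about 16% in these data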;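 further: peak over basal fluorescence ratio within a 140 s kinetic read after compound addition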
CHO-K1 Ca antag: counter-screen for M1 antagonists: effect in parental CHO-K1 cells; inhibition, % at 3 µM; ATP-induced calcium, Fluo-8 fluorescence; AID 602250; 360,000 compounds, 0.6% hits;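 active means inhibition above a per-plate cutoff, the plate's mean sample inhibition plus 3 SD, cut at about 24% in these data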;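 further: 0% = DMSO plus EC80 ATP and 100% = DMSO alone without ATP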
OXTR potentiator: human OXTR potentiation. CHO-OTR cells, Fluo-8 calcium fluorescence, potentiator mode; 0% = oxytocin EC15, 100% = EC100. activation, % at 3 µM. 320,000 compounds, 0.061% hits. AID 2445;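 active means activation above that plate's cutoff, the mean activation of tested compounds plus 3 SD, cut at about 6.6% in these data, passing the limit was not always enough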;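 further: 100% uses oxytocin at 75 nM as the full agonist control; some results filed as inactive read as strong as hits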
Target sequence (P30559 whole entry, looked up): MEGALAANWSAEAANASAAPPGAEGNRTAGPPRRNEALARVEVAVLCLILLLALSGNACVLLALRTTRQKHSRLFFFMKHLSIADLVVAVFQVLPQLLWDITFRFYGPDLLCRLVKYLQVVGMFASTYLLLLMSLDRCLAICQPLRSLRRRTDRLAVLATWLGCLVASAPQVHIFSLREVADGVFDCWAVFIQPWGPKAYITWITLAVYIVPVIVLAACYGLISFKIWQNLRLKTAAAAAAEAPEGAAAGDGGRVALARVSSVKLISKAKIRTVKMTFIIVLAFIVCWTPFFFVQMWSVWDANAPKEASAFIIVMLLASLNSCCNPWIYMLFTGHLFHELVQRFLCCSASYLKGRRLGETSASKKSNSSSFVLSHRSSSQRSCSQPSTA
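Replication – single well per compound, singlicate · Assay system – CHO cell line stably expressing human OTR · Timing – 6 min pre-incubation, 100 s read · Measure – normalized max/min fluorescence ratio, % activation · Doses – 3.0 µM, one dose · Detection – Fluo-8 calcium dye fluorescence · Probe or stimulus – oxytocin near EC15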
TAAR1 antagonist: antagonists of human TAAR1. Q96RJ0. CHO RD-HGA16 TAAR1, Fluo-8 calcium fluorescence, antagonist. inhibition, % at 3 µM. 360,000 compounds, 1.5% hits. AID 624466;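 active means inhibition above a per-plate cutoff, the mean inhibition of test compounds on that plate plus 3 SD, cut at about 49% in these data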;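 further: 0% = DMSO plus EC80 beta-PEA response and 100% = DMSO alone without agonist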
Target sequence (Q96RJ0 whole entry, looked up): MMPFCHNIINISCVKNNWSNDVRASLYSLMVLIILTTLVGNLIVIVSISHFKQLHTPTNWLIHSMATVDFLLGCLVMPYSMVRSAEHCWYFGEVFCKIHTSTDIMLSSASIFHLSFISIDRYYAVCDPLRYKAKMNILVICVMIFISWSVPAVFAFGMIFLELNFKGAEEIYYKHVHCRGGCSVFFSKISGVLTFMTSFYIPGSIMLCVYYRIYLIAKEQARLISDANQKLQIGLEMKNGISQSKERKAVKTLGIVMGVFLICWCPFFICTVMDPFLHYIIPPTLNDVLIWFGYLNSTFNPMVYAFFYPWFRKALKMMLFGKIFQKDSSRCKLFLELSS
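System: RD-HGA16 CHO cells with stable hTAAR1 and Gα16 | Probe or stimulus: EC80 β-phenethylamine stimulus | Dosing: 3 µM, single point | Times: Dye loading 75 min at 37 °C, then 30 min room temperature | Measured by: Fluo-8 calcium-sensitive fluorescence | Read-out basis: % inhibition of agonist calcium response | Replicates: n of 1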
TAAR1 ag: human TAAR1 agonism. Q96RJ0. CHO RD-HGA16 TAAR1, Fluo-8 calcium fluorescence; vehicle wells 0%, saturating PEA agonist 100%. activation, % at 3 µM. 360,000 compounds, 0.99% hits;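 active means activation above the mean activation of all test compounds in the run plus 3 SD, cut at about 38% in these data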
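test system = CHO RD-HGA16 cells carrying human TAAR1 plus Gα16 | schedule = 17-24 h seeding, 75 min 37 °C dye, 30 min RT | compound dosing = 3 µM single concentration | control set = DMSO and PEA EC100 | replicates = n 1 | signal = Fluo-8 fluorescence, 5 s baseline then 140 s kinetic read | measure = percent activation vs PEA EC100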
M1 antag: human CHRM1 antagonism; P11229; 360,000 compounds, 1.3% hits; CHO-K1 hM1, Fluo-8 calcium fluorescence, ACh EC80 antagonist; AID 588852; inhibition, % at 3 µM;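 active means percent inhibition above its own plate's cutoff, namely the mean of that plate's compound wells plus 3 SD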;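 further: peak over basal fluorescence ratio during 140 s after agonist addition; 0% = ACh EC80 plus DMSO and 100% = DMSO alone without agonist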
The depositor's hits bear a star; / = no result given.

SMILES | CHO parental Ca | M1 ag parental | CHO-K1 Ca PAM | M1 ag | CHO-K1 Ca antag | OXTR potentiator | TAAR1 antagonist | TAAR1 ag | M1 antag
COc1cc(C(Nc2ccc(S(=O)(=O)N3CCC(C)CC3)cc2)C(=O)NCC2CCCO2)cc(OC)c1OC (stereo not given) | -26 | -1.1 | 4 | -7 | -1 | -3 | -8 | 13 | -12
CCOc1ccc(C2C(C#N)=C(N)Oc3cc(C)n(CCN(C)C)c(=O)c32)cc1OCC (stereo not given) | -2 | -0.4 | -5 | -5 | 11 | 3 | -3 | 8 | 2
NC(=O)CC(NC(=O)Cc1cccc2ccccc12)c1ccc(NC2CCC2)c([N+](=O)[O-])c1 (stereo not given) | -20 | -0.1 | 6 | -3 | -18 | -5 | 16 | 1 | -7
CS(=O)(=O)N(CC(=O)NCc1cccnc1)Cc1ccc(Cl)cc1 | -3 | 0.2 | 11 | -6 | 0 | -2 | -5 | 17 | -2
CC(N1CCOC1=O)S(=O)(=O)c1ccccc1 (stereo not given) | -7 | -0.3 | -5 | -1 | 8 | -2 | 14 | 1 | -18
O=C(c1cc(F)cc2c1OCOC2)N1CCN(c2ccc(F)cc2)CC1 | 3 | 0.9 | 23 | -2 | -13 | 2 | -15 | 1 | -18
O=S(OCCN1CCCC1)C(c1ccccc1)c1ccccc1 (stereo not given) | / | 0.0 | 11 | -7 | -5 | / | -18 | 2 | 18
CN1CCN(c2nc(-c3ccccc3)c3cc(Cl)ccc3n2)CC1 | -10 | 0.3 | 23 | -7 | -10 | -9 | -6 | 15 | 27
CCc1cc2c(SCc3nc4sc(C(C)=O)c(C)c4c(=O)[nH]3)ncnc2s1 | -3 | 0.7 | 4 | -1 | -10 | -11 | -33 | 0 | -7
COC1c2ccccc2C(=O)N1Cc1ccc(F)cc1 (stereo not given) | -1 | 0.4 | 1 | -2 | 3 | -5 | 5 | 4 | -17
Fc1ccc(-c2nc3ccc(Br)cn3c2Cc2ccccc2C(F)(F)F)cc1 | / | 0.3 | 3 | -1 | -7 | / | -10 | -1 | -33
Cc1ccc2c(c1)nc(NCCO)n2C | -7 | -0.4 | 0 | -3 | 14 | -3 | -7 | 2 | 1
Cc1[nH]ccc(=O)c1OCc1ccccc1 | 12 | -0.2 | -6 | -2 | 8 | -18 | -16 | 16 | -12
C=CCn1c(SCn2nnc3ccccc3c2=O)nnc1-c1ccc(Cl)cc1 | -5 | 0.3 | -3 | -5 | 4 | -5 | 2 | 8 | -5
O=C(O)c1cccc(Nc2ncnc3ccccc23)c1 | 0 | 0.9 | 24 | -4 | -16 | 3 | 2 | 7 | -15
O=C1CCCc2ccccc2N1Cc1ccc(Cl)cc1Cl | -5 | 3.8 | 4 | -4 | -14 | -16 | 19 | 28 | -9
Cc1ccc(NC(=O)c2cc(C)nc3ccccc23)cc1 | -11 | 1.3 | 8 | -1 | -10 | -6 | 17 | 3 | -2
CC(C)(C)c1ccc(S(=O)(=O)N2CCN(C(=O)c3ccc4c(c3)C(=O)N(Cc3ccncc3)C4=O)CC2)cc1 | / | 0.1 | 9 | -4 | 2 | / | -14 | 0 | 5
CC(C)c1ccc(NC(=O)CN2C(=O)NC3(CCCCCCC3)C2=O)cc1 | -9 | 0.5 | 5 | -5 | -4 | 1 | -15 | -2 | -8
COC(=O)[C@H](NC(=O)c1cc(-c2ccccc2)nc2ccccc12)c1ccccc1 | -20 | 0.1 | 14 | -5 | -2 | -11 | 12 | 0 | -5
COc1ccc(NC(=O)CC(c2ccco2)C(C)C)cc1 (stereo not given) | -8 | 0.2 | 4 | -4 | -1 | -6 | -13 | 4 | 4
Cc1ccc(SCC(=O)NC2CC2)cc1 | -9 | 1.7 | 12 | -3 | -8 | -2 | -16 | 0 | -8
Cc1ccc(SCc2cc(=O)[nH]c(/N=C(\N)Nc3ccccc3Sc3ccccc3)n2)cc1 | -8 | 0.6 | 8 | -2 | -3 | 0 | -2 | -1 | 4
O=C(NCCS(=O)(=O)N1CCN(c2ccccc2)CC1)c1cccs1 | -12 | 1.6 | -8 | 1 | -11 | 4 | -1 | 0 | -10
Cn1cc(C2OC(=O)c3ccccc32)c2ccccc21 (stereo not given) | / | 0.3 | 4 | 1 | -7 | / | -2 | 2 | -6

Next section:
SMILES | CHO parental Ca | M1 ag parental | CHO-K1 Ca PAM | M1 ag | CHO-K1 Ca antag | OXTR potentiator | TAAR1 antagonist | TAAR1 ag | M1 antag
COc1ccc(-c2cc(C(=O)N3CCN(c4ccccc4O)CC3)c3ccccc3n2)cc1OC | -20 | 6.3 | 8 | -2 | 15 | -6 | 74* | 11 | 46*
COc1ccc(-c2[nH]ncc2CN(CCO)Cc2cccs2)c(F)c1 | -16 | 2.0 | 13 | -6 | -6 | -26 | -4 | 1 | -6
CCc1cccc(CC)c1-n1c(SCC(=O)N2CCCc3ccccc32)nc(O)cc1=O | -7 | 0.2 | 12 | 0 | -21 | 1 | -43 | 0 | -17
CCCC(=O)Nc1ccc(C(=O)NCC2CCCO2)cc1 (stereo not given) | -2 | 0.3 | 19 | -5 | -7 | -10 | 8 | 4 | -5
CCN(CC(=O)Nc1ccccc1OC)C(=O)c1ccc(NS(=O)(=O)c2ccc(C(C)=O)cc2)cc1 | -11 | 0.7 | 18 | 1 | 0 | -4 | -3 | 5 | -5
O=C1C2C3C=CC(CC3)C2C(=O)N1/N=C/c1ccc(O)c(O)c1 (stereo not given) | -6 | 0.5 | 24 | -5 | -7 | 3 | -20 | 4 | -4
NS(=O)(=O)c1ccc(CCNC2CC(=O)N(Cc3ccccc3)C2=O)cc1 (stereo not given) | 3 | 3.1 | -13 | -1 | 22 | -8 | -1 | 13 | 12
Cc1[nH][nH]c(=O)c1C=Nc1ccc(C(F)(F)F)cc1 | 1 | 0.0 | 4 | -7 | 5 | -4 | 14 | 0 | 1
Cn1nnc(C(O)CNCc2cccs2)n1 (stereo not given) | -3 | 0.2 | 17 | -3 | 0 | 1 | 5 | 1 | 2
OC(CNCc1ccccc1)COCc1ccc(Cl)cc1 (stereo not given) | -22 | 0.6 | 15 | -3 | -12 | -3 | -5 | 12 | -5
Cc1cc(NC(=O)CCN2C(=O)/C(=C\c3ccccc3)SC2=S)no1 | -7 | 2.2 | 1 | 1 | -6 | -6 | -2 | 1 | -2
O=C(O)CCN1C(=O)/C(=C2\C(=O)N(Cc3ccccc3Cl)c3ccccc32)SC1=S | / | 0.2 | 7 | -4 | -7 | / | -11 | -1 | -8
COc1ccc(C(=O)Nc2c(Cl)cc(Cl)cc2C(=O)NCc2ccco2)cc1 | -12 | 12 | 5 | -3 | 7 | -5 | 8 | 12 | 5
CC(=O)NC(CC(=O)NCCOc1ccccc1F)c1ccccc1 (stereo not given) | -17 | 9.5 | 11 | 1 | 8 | 5 | 4 | 2 | 0
Brc1csc2ncccc12 | -9 | -0.1 | -23 | 0 | 8 | 0 | -36 | 1 | -12
C/C(CC(=O)Nc1ccc(Cl)cc1)=N\NC(=O)C(=O)NCCO | -14 | 0.2 | 6 | -4 | 3 | -1 | 3 | -3 | 3
CC(C)(CN1CCc2ccccc2C1)NS(=O)(=O)c1ccccc1 | -21 | 0.4 | -10 | -7 | -8 | -1 | -11 | 1 | -20
O=C(c1cc[n+]([O-])cc1)N1CCc2c([nH]c3ccccc23)C1c1ccccc1Cl (stereo not given) | -17 | 4.7 | 24 | -7 | -11 | -1 | 6 | 17 | -5
Cc1ccc2[nH]c(=O)c(COC(=O)c3ccccn3)cc2c1 | -2 | -0.2 | -1 | 1 | 18 | -4 | -9 | 0 | -14
CCOC(=O)N1CCN(Cc2cc(=O)oc3ccc(Cl)cc23)CC1 | -1 | 0.2 | 14 | -4 | -6 | 10 | 14 | 1 | 0
N#Cc1nn(-c2ccccc2)nc1N1CCCCC1 | -9 | -0.2 | -2 | 8 | 4 | -12 | -1 | 5 | -17
COc1ccc(Nc2cc(=O)n(C3CCCCC3)c(=O)[nH]2)c(OC)c1 | 5 | 0.0 | 18 | 1 | -15 | -9 | -15 | 31 | -9
COC(=O)c1sccc1NC(=O)CC1C(=O)NCCN1C(=O)Nc1ccc(F)cc1F (stereo not given) | -26 | 0.3 | 2 | -1 | 1 | -6 | -16 | 3 | -13
COC(=O)c1c(Cl)c2n3ccccc3c(C)c(-c3ccccc3)c-2c1C(=O)OC | -11 | 0.2 | 15 | -9 | 0 | -13 | 7 | 0 | -6

Shown in markdown: entries from further up.
| Structure | CHO parental Ca | M1 ag parental | CHO-K1 Ca PAM | M1 ag | CHO-K1 Ca antag | OXTR potentiator | TAAR1 antagonist | TAAR1 ag | M1 antag |
| --- | --- | --- | --- | --- | --- | --- | --- | --- | --- |
| COc1ccc(-c2cc(C(=O)N3CCN(c4ccccc4O)CC3)c3ccccc3n2)cc1OC | -20 | 6.3 | 8 | -2 | 15 | -6 | 74* | 11 | 46* |
| COc1ccc(-c2[nH]ncc2CN(CCO)Cc2cccs2)c(F)c1 | -16 | 2.0 | 13 | -6 | -6 | -26 | -4 | 1 | -6 |
| CCc1cccc(CC)c1-n1c(SCC(=O)N2CCCc3ccccc32)nc(O)cc1=O | -7 | 0.2 | 12 | 0 | -21 | 1 | -43 | 0 | -17 |
| CCCC(=O)Nc1ccc(C(=O)NCC2CCCO2)cc1 (stereo not given) | -2 | 0.3 | 19 | -5 | -7 | -10 | 8 | 4 | -5 |
| CCN(CC(=O)Nc1ccccc1OC)C(=O)c1ccc(NS(=O)(=O)c2ccc(C(C)=O)cc2)cc1 | -11 | 0.7 | 18 | 1 | 0 | -4 | -3 | 5 | -5 |
| O=C1C2C3C=CC(CC3)C2C(=O)N1/N=C/c1ccc(O)c(O)c1 (stereo not given) | -6 | 0.5 | 24 | -5 | -7 | 3 | -20 | 4 | -4 |
| NS(=O)(=O)c1ccc(CCNC2CC(=O)N(Cc3ccccc3)C2=O)cc1 (stereo not given) | 3 | 3.1 | -13 | -1 | 22 | -8 | -1 | 13 | 12 |
| Cc1[nH][nH]c(=O)c1C=Nc1ccc(C(F)(F)F)cc1 | 1 | 0.0 | 4 | -7 | 5 | -4 | 14 | 0 | 1 |
| Cn1nnc(C(O)CNCc2cccs2)n1 (stereo not given) | -3 | 0.2 | 17 | -3 | 0 | 1 | 5 | 1 | 2 |
| OC(CNCc1ccccc1)COCc1ccc(Cl)cc1 (stereo not given) | -22 | 0.6 | 15 | -3 | -12 | -3 | -5 | 12 | -5 |
| Cc1cc(NC(=O)CCN2C(=O)/C(=C\c3ccccc3)SC2=S)no1 | -7 | 2.2 | 1 | 1 | -6 | -6 | -2 | 1 | -2 |
